# From PubChem BioAssay
# CF NFkB inh: cystic fibrosis NF-kB activation inhibition; KKLEB NF-kB-GFP reporter, PAF-induced, GFP fluorescence overnight; inhibition, % at 5 µM; AID 588850; 360,000 tested, 0.86% active;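 active = at least 50% inhibition at 5 µM, scaled per plate between neutral and stimulator controls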;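 note: PAF is a Pseudomonas aeruginosa culture filtrate used as stimulus; plate controls were PAF-stimulated DMSO wells for no effect and unstimulated DMSO wells for full effect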
# NR2E3 ag-1: activates human photoreceptor nuclear receptor NR2E3; GST-NR2E3/biotin-RetCOR TR-FRET, 1536-well; inhibition of corepressor binding, % at 4.78 µM; 320,000 tested, 0.12% active; AID 2300;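 active = percent inhibition above the cutoff of mean plus 3 SD of all tested compounds, set per screening campaign, cut at about 20% in these data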;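 note: 0% = DMSO wells and 100% = biotin wells as full block of FRET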
# Target sequence (Q9Y5X4 whole entry, looked up): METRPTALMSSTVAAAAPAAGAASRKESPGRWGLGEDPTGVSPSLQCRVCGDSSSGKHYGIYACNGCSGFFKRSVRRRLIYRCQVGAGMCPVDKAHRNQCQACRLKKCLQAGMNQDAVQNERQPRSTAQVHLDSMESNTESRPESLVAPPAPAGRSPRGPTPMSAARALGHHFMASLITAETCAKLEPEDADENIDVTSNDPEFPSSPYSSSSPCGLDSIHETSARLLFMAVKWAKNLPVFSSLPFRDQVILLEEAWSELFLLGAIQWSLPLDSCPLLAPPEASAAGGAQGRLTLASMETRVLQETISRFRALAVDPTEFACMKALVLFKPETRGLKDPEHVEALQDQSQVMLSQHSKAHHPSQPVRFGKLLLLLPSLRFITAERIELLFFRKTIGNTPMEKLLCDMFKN
#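 Test system – NR2E3–RetCOR corepressor complex · Quantity – NR2E3 fusion 1.35 nM · Buffer or medium – Tris pH 7.5 · Incubation – Compound–protein incubation for 5 h at 4 °C · Technique – TR-FRET, Eu(K)-anti-GST donor, streptavidin-D2 acceptor, ex 340, em 617/671 nm · Evaluation – percent inhibition of 671/617 nm emission ratio versus biotin and DMSO controls · Plate – 1536-well format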
# NR2E3 ag-2: activates human NR2E3 receptor. Q9Y5X4. CHO-S Gal4-NCOR/VP16-NR2E3 two-hybrid, luciferase. inhibition of corepressor binding, % at 3.98 µM. 360,000 tested, 0.35% active. AID 602229;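 active = inhibition above the mean of all tested compounds plus 3 SD, cut at about 70% in these data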;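 note: 0% = DMSO with NR2E3 transfected cells and 100% = cells lacking NR2E3 construct; higher means lower luciferase signal from less NR2E3 corepressor binding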
# Peg3 prom inh: inhibitors of Peg3 promoter; HeLa PEG-Prom luciferase reporter, luminescence, overnight; inhibition, % at 20 µM; 360,000 tested, 1.7% active;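 active = inhibition of at least 50% at 20 µM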
# CaV13 FRET inh: Disruptors of the CACNA1D IQ motif to Ca2+-dependent inactivation inhibitor domain association, primary screening, Förster resonance energy transfer in intact living …. HEK cells, CFP/YFP FRET ICDI-IQ, plate reader, 10 min; percent FRET-ratio fall versus neutral wells. inhibition, % at 12.3 µM. 340,000 tested, 0.098% active;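 active = mean replicate inhibition of at least 30% and at least 1% of replicates passing that level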;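 note: 0% = median of the neutral control wells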
# TRPM1 prom inh: MITF TRPM1 promoter inhibition in SK-MEL-5 cells; SK-MEL-5 TRPM1 promoter luciferase, 24 h; inhibition, % at 12.5 µM; 330,000 tested, 0.83% active; AID 488899;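 active = mean inhibition across replicates of 60% or more, whatever share of single replicates reaches that level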; note: values of inactives mirror those of a sister screen read the other way
# Shn3 3UTR inh: inhibitors of Schnurri-3 3'UTR reporter in osteoblasts; Clone20 osteoblast Shn3 3'UTR firefly luciferase, 24 h; inhibition, % at 12.5 µM; 360,000 tested, 0.52% active; AID 588674;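 active = mean inhibition of at least 75% with every replicate also reaching 75%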;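 note: 0% = median of neutral control wells and 100% = pilot-screen positive control compound; some compounds past the cut are filed as inactive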
# KKLEB cytotox: reduces viability of KKLEB cystic fibrosis airway cells | KKLEB CF airway cells viability, ATPlite luminescence, overnight; active compounds read low; cells stimulated with P. aeruginosa culture filtrate | activity change (cytotoxicity), % at 5 µM | 360,000 tested, 0.36% active;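 active = corrected activity change at or below -50% at 5 µM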
# HIF-2a block: inhibitors of HIF-2a | 786-0 RCC cells HIF-2a reporter, luciferase luminescence, overnight | inhibition, % at 18.8 µM | 360,000 tested, 0.72% active | AID 624352;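 active = inhibition of the luminescence signal of 40% or more relative to plate controls, in a single-dose primary screen at 18.75 µM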
# Vif inh: HIV Vif inhibition; HEK293T cells, Vif self-association by quenched fluorescence, imaging, 24 h; inhibition, % at 7.49 µM; 340,000 tested, 0.35% active; in the data active = inhibition above about 50%, passing the limit was not always enough; note: some results filed as inactive read as strong as hits
# PDI turbidity: inhibitors of human protein disulfide isomerase. P07237. PDI insulin aggregation turbidity, A650, 90 min. inhibition, % at 10 µM. 350,000 tested, 0.052% active;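 active = mean inhibition across replicates of 30% or more, whatever share of single replicates reach that level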;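 note: absorbance from insulin aggregation driven by PDI reduction with DTT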
# Target sequence (P07237 whole entry, looked up): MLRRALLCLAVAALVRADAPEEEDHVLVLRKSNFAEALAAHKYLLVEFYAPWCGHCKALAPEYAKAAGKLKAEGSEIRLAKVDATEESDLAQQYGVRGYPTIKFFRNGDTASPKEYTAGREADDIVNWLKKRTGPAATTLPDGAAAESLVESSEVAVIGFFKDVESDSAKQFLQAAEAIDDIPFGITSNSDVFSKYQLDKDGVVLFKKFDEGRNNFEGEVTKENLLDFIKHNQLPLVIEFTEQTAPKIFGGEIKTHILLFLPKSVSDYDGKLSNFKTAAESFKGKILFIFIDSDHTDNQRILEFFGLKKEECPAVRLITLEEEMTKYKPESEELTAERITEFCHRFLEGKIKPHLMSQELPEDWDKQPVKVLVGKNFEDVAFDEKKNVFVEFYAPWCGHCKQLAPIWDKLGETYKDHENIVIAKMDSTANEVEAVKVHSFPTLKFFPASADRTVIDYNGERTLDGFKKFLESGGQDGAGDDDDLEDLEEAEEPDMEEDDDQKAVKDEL
# The depositor's hits bear a star; . = no result given.
SMILES,CF NFkB inh,NR2E3 ag-1,NR2E3 ag-2,Peg3 prom inh,CaV13 FRET inh,TRPM1 prom inh,Shn3 3UTR inh,KKLEB cytotox,HIF-2a block,Vif inh,PDI turbidity
COc1ccc(CNC(=O)COC(=O)C2CC2C)cc1OC (stereo unspecified),24.1,-1.5,-12.0,-12.9,-4.3,1.4,9.6,3.9,1.6,-6.1,-2.2
COc1cc2c(cc1OC)C(c1ccccc1)N(C(=O)c1cccc(S(C)(=O)=O)c1)CC2 (stereo unspecified),17.2,3.0,-25.0,-3.4,-7.0,11.6,-32.6,-9.3,14.6,16.1,-11.1
CC1CC(C)CN(c2nc3c(c(=O)n(C)c(=O)n3C)n2CCSc2ncccn2)C1 (stereo unspecified),-20.0,1.7,-22.3,-7.1,-10.5,8.3,-21.6,10.9,10.8,-10.6,.
O=C(Nc1nnc(SCC(=O)N2CCOCC2)s1)C1CC(=O)N(c2ccccc2)C1 (stereo unspecified),2.0,-1.1,4.8,-4.2,-3.7,2.3,-10.4,2.6,2.9,4.9,0.9
O=C(/C=C/Nc1ccccc1)c1ccccc1,3.7,3.3,-130.1,-250.1,.,-5.0,-12.6,-11.6,-131.2,-17.3,-6.3
CCCN(CCC)CCNC(=O)C(NS(=O)(=O)c1ccc2c(c1)CCC(=O)N2)c1ccccc1 (stereo unspecified),2.8,-1.1,-5.1,-1.0,.,10.7,-15.7,-14.0,1.7,8.3,-6.6
N#Cc1nc(Cc2ccccc2)oc1NCCN1CCOCC1,-5.4,0.0,-14.8,-15.3,-9.0,-13.2,-28.8,3.7,-16.1,10.1,0.2
CCOC(=O)Nc1sc2c(c1C(=O)OCC)CCC2,-3.7,0.2,-17.0,-12.9,-4.3,-2.7,3.4,-15.5,-4.9,1.0,5.6
Cc1ccc(C)c(NC(=O)CCN2CC(C)CC(C)C2)c1 (stereo unspecified),-21.6,1.2,-10.0,-4.5,-4.7,0.3,-14.1,-23.0,14.7,-0.7,-3.2
O=C(CSc1nnc(-c2ccc(F)cc2)o1)c1ccc2c(c1)OCCO2,-1.6,0.7,-5.0,-7.0,-7.5,2.3,-12.3,0.7,-8.9,.,-7.8
CCc1ccccc1NC(=O)CC(O)(C(=O)OC)C(F)(F)F (stereo unspecified),4.1,2.6,-2.3,13.6,.,-1.4,-40.6,-2.1,-5.3,0.5,-4.8
COc1ccc(CNC(=O)O[C@]23C[C@H]4C(=O)N(c5ccccc5)C(=O)[C@H]4C[C@@]2(O)CN(S(=O)(=O)c2ccc(C)cc2)C3)cc1OC,3.9,.,-12.8,-3.7,-3.4,.,-6.3,-2.5,2.3,6.7,-5.2
COc1ccccc1-c1c(C)nn2c(N3CCN(Cc4ccccc4)CC3)cc(C)nc12,-6.4,2.0,21.7,7.5,-5.7,3.7,35.9,-16.9,5.7,-7.8,-4.1
COc1ccc(C(=O)Nc2c(C(C)(C)C)nn(C)c2C(C)(C)C)cc1,-1.2,-0.7,-22.5,9.4,-20.2,1.2,-4.1,-0.9,14.7,5.9,-2.2
O=C(Nc1ccc(N2CCOCC2)cc1)c1cc2c(s1)CCCC2,-1.0,1.4,-40.0,-153.8,-6.5,-67.6,-16.7,-5.5,-213.1,-7.3,-14.2
COc1ccccc1NS(=O)(=O)c1cccc(C(=O)N/N=C/c2ccc(NC(C)=O)cc2)c1,4.3,-3.4,-35.4,7.1,-1.8,1.3,-9.6,6.0,17.4,9.2,-1.5
CCOC(=O)c1ccc(NC(=O)CSc2nnc(Cn3c(=O)sc4ccccc43)n2C)cc1,-16.3,3.4,-4.7,10.2,-2.1,4.6,8.4,5.8,9.1,9.2,.
O=C1NC(Cc2c[nH]c3ccccc23)C(=O)N1Cc1cccc2ccccc12 (stereo unspecified),8.1,3.5,7.4,13.1,-4.7,10.9,10.1,-0.2,20.5,-5.2,4.2
O=C(O)CCn1c(SCc2cc(=O)n3ccccc3n2)nc2ccsc2c1=O,18.5,1.8,14.2,3.6,-6.5,3.6,-3.7,0.3,21.4,13.1,8.5
CCOc1cc(C2NC(=O)NC(C)=C2C(C)=O)cc(Cl)c1OCC(=O)O (stereo unspecified),-6.0,1.3,-13.9,5.2,.,-0.8,-29.4,6.5,3.5,-9.5,10.4
Cc1cc(=O)n2nc(N3CCCC(C(=O)NCCCN4CC(C)CC(C)C4)C3)sc2n1 (stereo unspecified),-13.2,1.5,9.8,-10.2,-6.4,-0.5,-44.8,5.8,7.8,15.5,4.4
Cn1c(SCC(=O)NC2CCCC2)nnc1C(F)(F)F,10.8,0.6,-14.3,6.6,-3.6,1.7,-13.7,1.2,8.5,4.4,-0.8
CC(C)CC(=O)Nc1ccc(Oc2ccc3c(c2)C(=O)NC3=O)cc1,6.1,0.2,7.1,2.8,-2.0,9.6,5.7,0.5,11.9,0.8,-4.2
Cc1c(O)ccc(NC(=O)/C=C/c2ccccc2)c1C,-24.6,5.5,-57.0,-64.2,-4.8,-19.1,-1.5,-21.9,-65.8,-2.2,0.7
CCN(C(=O)c1cc2c(=O)n3cccc(C)c3nc2n1CCCOC)C1CCCCC1,6.0,2.0,21.5,29.1,-15.0,7.4,24.2,-8.9,25.7,9.5,1.5
Cc1ccc([C@H]2C[C@H](n3cc(COC(=O)c4ccccc4)nn3)[C@@H](O)CN2C(=O)c2cccs2)cc1,-7.9,.,-14.1,13.0,-9.8,.,-15.6,-18.6,17.3,-3.5,-3.3
COc1cc(/C=C2\SC(=O)N(Cc3ccc(Cl)cc3)C2=O)cc([N+](=O)[O-])c1O,23.7,.,9.1,27.2,-5.0,17.5,24.0,3.0,10.9,-2.2,8.4
NS(=O)(=O)c1ccc(CCNC(=O)CSc2ccc(Cl)cc2)cc1,-3.3,0.8,-14.8,-8.5,-3.8,-4.7,-1.9,5.4,8.0,6.1,1.1
CC(C)(C)OC(=O)N1CCN(C(=O)c2ncn(Cc3ccccc3)c2C(=O)N2CCN(C(=O)OC(C)(C)C)CC2)CC1,17.0,0.4,-23.7,6.7,-10.2,-7.5,8.3,-6.0,-9.1,-4.0,-2.1
CC12CCC(c3c(CO)nn(-c4ccccc4)c31)C2(C)C (stereo unspecified),18.0,-0.5,-6.0,12.4,-4.8,-2.0,-4.0,-9.0,9.8,-12.7,-10.5
CCN(CC)CCN(C(=O)c1cc2ccccc2cc1OC)c1nc2ccc(F)cc2s1,23.4,4.0,-4.7,-36.0,-15.4,-6.7,-17.3,-18.4,-19.9,-3.9,1.8
CC12CCC(C(=O)Nc3cccc(Cl)c3)(C(Br)C1=O)C2(C)C (stereo unspecified),1.4,-4.5,0.7,13.1,-19.6,-6.5,13.8,-7.1,24.1,-7.2,-1.4
CC(C)(C)[C@@H]1C=C(C(=O)O)O[C@H](OCCCCO)C1,14.1,1.5,-16.9,1.1,-5.7,5.3,3.2,4.7,9.2,7.2,-8.0
CC1CC(C)CN(C(=O)COC(=O)CN2C(=O)c3ccccc3C2=O)C1 (stereo unspecified),19.9,.,-10.7,6.5,-5.9,4.3,7.6,0.0,13.1,0.5,4.1
CC1CCCCN1S(=O)(=O)c1ccc(S(=O)(=O)N2CCN(C)CC2)cc1 (stereo unspecified),-13.4,4.7,1.0,12.1,-2.9,7.9,-15.7,6.6,4.8,8.4,2.6
COc1ccc(N2CCN(C3CCCN(Cc4ccc(F)cc4)C3)CC2)cc1 (stereo unspecified),6.3,1.7,15.3,5.0,-1.4,5.4,11.7,-0.2,12.8,-0.9,-0.4

# Brought forward from above: three entries, then new ones.
SMILES,CF NFkB inh,NR2E3 ag-1,NR2E3 ag-2,Peg3 prom inh,CaV13 FRET inh,TRPM1 prom inh,Shn3 3UTR inh,KKLEB cytotox,HIF-2a block,Vif inh,PDI turbidity
CC1CC(C)CN(C(=O)COC(=O)CN2C(=O)c3ccccc3C2=O)C1 (stereo unspecified),19.9,.,-10.7,6.5,-5.9,4.3,7.6,0.0,13.1,0.5,4.1
CC1CCCCN1S(=O)(=O)c1ccc(S(=O)(=O)N2CCN(C)CC2)cc1 (stereo unspecified),-13.4,4.7,1.0,12.1,-2.9,7.9,-15.7,6.6,4.8,8.4,2.6
COc1ccc(N2CCN(C3CCCN(Cc4ccc(F)cc4)C3)CC2)cc1 (stereo unspecified),6.3,1.7,15.3,5.0,-1.4,5.4,11.7,-0.2,12.8,-0.9,-0.4
CNC(=S)N1N=C(c2ccc(OC)cc2)CC1c1ccccc1Cl (stereo unspecified),12.2,2.6,-1.6,25.2,-4.4,-11.1,30.4,-16.8,-2.1,-1.0,-3.1
CCCCOC(=O)Nc1ccc(S(=O)(=O)Nc2cc(C)nc(C)n2)cc1,2.8,1.1,-18.9,16.2,-7.2,13.0,5.5,3.8,6.9,.,5.7
COc1cccc(CCNc2ccc(N3C(=O)CC(C)C3=O)cc2[N+](=O)[O-])c1 (stereo unspecified),-11.5,2.3,-12.4,-1.8,-1.9,-11.4,1.0,1.1,2.0,-4.7,4.2
Cc1onc(-c2c(Cl)cccc2Cl)c1C(=O)O/N=C(\C#N)c1c(Cl)cccc1Cl,-10.2,-1.6,-13.2,15.4,-4.1,5.4,11.8,16.0,17.1,-5.6,12.4
CN(C(=O)COC(=O)Cc1ccc(Br)cc1)c1c(N)n(Cc2ccccc2)c(=O)[nH]c1=O,6.4,.,-7.7,11.3,-5.7,.,9.1,-2.1,0.3,.,1.2
O=C(/C=C/c1ccccc1Cl)NCc1ccco1,9.4,6.8,-59.8,-172.3,-4.0,-99.5,-21.5,6.3,-311.1,.,1.9
CC(/C=C/c1ccccc1)=N\NC(=O)c1ccc(Br)cc1,-0.9,3.1,-32.3,1.0,-5.4,1.0,-6.5,3.0,-11.1,-4.3,-3.8
Fc1ccc(CN2CCN(c3ncnc4scc(-c5ccc(F)cc5)c34)CC2)cc1,6.4,2.2,-33.6,19.5,-16.6,10.9,76.1,-5.4,15.7,-5.6,0.3
Cc1sc2nc(CSC(C)C(=O)Nc3ccc(C#N)cc3)[nH]c(=O)c2c1C (stereo unspecified),15.3,1.8,-1.2,2.0,-18.2,1.7,6.4,-2.8,4.2,0.9,-0.4
CN(C)c1nc2c(c(=O)n(C)c(=O)n2C)n1Cc1ccccc1,13.6,-0.6,-21.0,-7.5,-5.7,-1.4,-12.0,9.9,6.1,0.7,5.0
CCOc1ccc(Nc2nc(Cl)nc(N3CCN(c4ccc(OC)cc4)CC3)n2)cc1,2.3,-2.5,-37.1,22.4,-18.4,-8.2,21.8,-0.4,7.7,-5.2,14.0
Nc1ccc(Br)cc1C(=O)O,17.6,0.1,4.7,-2.8,-16.1,3.9,8.9,-13.8,14.0,-3.5,0.3

# Random draw from the library; about 3.3% have a hit in one of these screens.
